CRFR2-BP ag: agonists of human CRF-binding protein/CRF-R2 receptor complex; HEK293 CRF-R2/CRF-BP, calcium dye fluorescence (FLIPR); percent of saturating CRF peptide response; activation, % at 13.2 µM; actives 0.46% (n = 350,000); AID 588473;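 active = activation of at least 50%, plus an integration ratio under a set limit after plate pattern correction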;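 also: plate controls were neutral control wells without compound for no effect and CRF at EC100 for full effect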
SUMO HTRF inh: SUMOylation inhibition | P63279 | HTRF SUMOylation assay, SAE1/SAE2 + UBC9, in vitro | inhibition, % at 35 µM | actives 0.36% (n = 290,000) | AID 2006; in the data active = inhibition above about 50%, passing the limit was not always enough; also: strong numbers were not always called active
Target sequence (P63279 whole entry, looked up): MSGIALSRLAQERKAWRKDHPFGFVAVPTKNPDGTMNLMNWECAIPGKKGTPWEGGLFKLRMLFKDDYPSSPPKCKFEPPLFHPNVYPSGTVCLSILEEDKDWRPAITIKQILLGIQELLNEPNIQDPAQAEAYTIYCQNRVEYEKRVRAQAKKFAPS
FID counter: displaces DNA intercalator in HCV helicase counter-screen | inhibition, % at 7.9 µM | AID 1845 | actives 0.17% (n = 290,000) | DNA fluorescent intercalator displacement, fluorescence; in the data active = inhibition above about 37%;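 also: 0% = vehicle and 100% = reference compound; higher means more ethidium bromide displaced from hairpin DNA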
HCV NS3 hel inh: HCV NS3 helicase inhibition. NS3 helicase DNA unwinding, Cy5 molecular beacon fluorescence. inhibition, % at 10.9 µM. actives 0.56% (n = 290,000);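 active = inhibition above the mean of all tested compounds plus 3 SD, set per campaign, cut at about 35% in these data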;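 also: 0% = DMSO wells and 100% = thioflavine S control wells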
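Test system: hepatitis C virus NS3 helicase domain fragment enzyme. Also added: annealed dual-labelled DNA beacon duplex, ATP-started. Timing: 60 min unwinding reaction at 25 °C after ATP addition. Technique: Cy5 fluorescence. Measure: % inhibition of unwinding.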
MEKK2mut PB1 HTS: signal of MEK5 binding to mutant human MEKK2 PB1 domain; bead flow cytometry, Alexa488-MEK5 binding to MEKK2 mutant; percent response, % at 10 µM; actives 0.35% (n = 290,000); AID 1530; in the data active = percent response above about 24%, passing the limit was not always enough; also: inactives centre near 1; some results filed as inactive read as strong as hits; reference of the scale not given here
MEKK3 PB1 HTS: raises or lowers MEK5 binding to the human MEKK3 PB1 domain; actives 1.4% (n = 290,000); bead-based flow cytometry, Alexa488-MEK5 binding to MEKK3; actives lie on both sides; 0 = blocked by unlabeled MEK5, 100 = vehicle; binding response (% of control), % at 10 µM; Q99759;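 active = binding response more than 3 SD above or below the average of its plate-row segment, actives on both sides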;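 also: Alexa488 bead fluorescence after subtracting the streptavidin-only scavenger bead signal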
Target sequence (Q99759 whole entry, looked up, the tested form may be a part): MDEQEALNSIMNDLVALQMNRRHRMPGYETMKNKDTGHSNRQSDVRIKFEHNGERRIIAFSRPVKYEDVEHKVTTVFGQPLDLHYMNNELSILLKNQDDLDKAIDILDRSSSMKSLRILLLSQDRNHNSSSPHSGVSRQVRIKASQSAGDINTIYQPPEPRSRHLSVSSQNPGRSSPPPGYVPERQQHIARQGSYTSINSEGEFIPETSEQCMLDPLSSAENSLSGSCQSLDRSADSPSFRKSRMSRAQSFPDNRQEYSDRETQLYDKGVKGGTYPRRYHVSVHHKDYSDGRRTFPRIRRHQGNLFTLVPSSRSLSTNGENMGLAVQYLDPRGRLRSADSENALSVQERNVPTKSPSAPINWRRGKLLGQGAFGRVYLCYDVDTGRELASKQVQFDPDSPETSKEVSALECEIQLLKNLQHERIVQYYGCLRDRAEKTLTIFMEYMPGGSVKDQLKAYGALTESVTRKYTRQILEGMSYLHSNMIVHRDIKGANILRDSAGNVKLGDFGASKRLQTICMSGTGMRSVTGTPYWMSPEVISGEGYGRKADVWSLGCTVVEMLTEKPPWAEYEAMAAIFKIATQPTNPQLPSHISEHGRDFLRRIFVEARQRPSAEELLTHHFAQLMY
MEKK2wt PB1 HTS: raises or lowers MEK5 binding to wildtype human MEKK2 PB1 domain | actives 1.1% (n = 290,000) | bead flow cytometry, Alexa488-MEK5 binding to MEKK2 WT; actives lie on both sides | AID 1531 | binding response (% of control), % at 10 µM; in the data active = binding response below about 67% or above about 130%
GalR3 antagonist: human GalR3 antagonism | HEK293 GalR3-CNG cAMP membrane potential fluorescence; galR3 body fused to GalR1 C-terminus | actives 0.44% (n = 360,000) | O60755 | inhibition, % at 3 µM;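 active = inhibition above the screen-wide average plus 3 SD, cut at about 13% in these data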;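 also: forskolin and galanin both at EC90 stimulate the cells; cAMP rise reported by CNG channel membrane potential dye signal; 0% = forskolin plus galanin with DMSO and 100% = forskolin alone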
CRFBP-R2 block: CRF-BP/CRF-R2 complex antagonism. HEK293 CRF-R2/CRF-BP, CRF-induced calcium fluorescence. inhibition, % at 11.8 µM. actives 0.59% (n = 350,000);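 active = inhibition of the ligand-induced calcium signal above about 50% at the single tested concentration, limit read from the data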
The depositor's hits bear a star; . = no result given; & = joins results of further samples; [ ] = dose if it differs, or a comment. This is a subset; count on the stated rates, not on these rows.

SMILES	CRFR2-BP ag	SUMO HTRF inh	FID counter	HCV NS3 hel inh	MEKK2mut PB1 HTS	MEKK3 PB1 HTS	MEKK2wt PB1 HTS	GalR3 antagonist	CRFBP-R2 block
Cc1cc2oc(=O)c(CC(=O)O)c(C)c2c2occ(C(C)(C)C)c12	-0.7	28	-27	11	8	108	108	-10	-6
O=C(c1cccc(S(=O)(=O)N2CCOCC2)c1)N1CCN(S(=O)(=O)c2cccs2)CC1	-1.6	15	-5	-1	0	102	98	-9	10
CCOC(=O)c1sc(NC(=O)CSc2nnnn2-c2ccccc2)nc1C	-0.9	-5	-6	0	2	103	105	-2	-33
O=C(C(=O)N1CCCCC1)c1cn(CC(=O)N2CCCCCC2)c2ccccc12	2.1	6	-39	-9	-9	93	77	-5	2
C=CCn1c(Br)nc2c1c(=O)[nH]c(=O)n2C	-0.9	7	7	-1	-2	97	96	-3	-10
CCCC(=O)N1c2ccccc2C(=C2SC(C(=O)OC)=C(C(=O)OC)S2)C(=S)C1(C)C	-1.0	8	-3	6	3	103	97	-1	-1
COc1ccc(NC(=O)CCC(=O)N2CCOCC2)c([N+](=O)[O-])c1	-1.6	24	-2	7	7	103	104	-3	-2
Cc1[nH]n(-c2ccccc2)c(=O)c1/C=N/O	-1.5	-8	1	-2	0	102	101	-2	-12
Nc1nc(CN2CCN(c3ccccc3)CC2)nc(Nc2ccc(Cl)cc2)n1	-2.9	-1	-5	-68	-1	96	95	-6	-15
COC(=O)/C=C/S(=O)(=O)c1ccc(NC(C)=O)cc1	1.4	29	3	0	0	103	98	-4	3

The closing six compounds of the part before lead into the next:
SMILES	CRFR2-BP ag	SUMO HTRF inh	FID counter	HCV NS3 hel inh	MEKK2mut PB1 HTS	MEKK3 PB1 HTS	MEKK2wt PB1 HTS	GalR3 antagonist	CRFBP-R2 block
C=CCn1c(Br)nc2c1c(=O)[nH]c(=O)n2C	-0.9	7	7	-1	-2	97	96	-3	-10
CCCC(=O)N1c2ccccc2C(=C2SC(C(=O)OC)=C(C(=O)OC)S2)C(=S)C1(C)C	-1.0	8	-3	6	3	103	97	-1	-1
COc1ccc(NC(=O)CCC(=O)N2CCOCC2)c([N+](=O)[O-])c1	-1.6	24	-2	7	7	103	104	-3	-2
Cc1[nH]n(-c2ccccc2)c(=O)c1/C=N/O	-1.5	-8	1	-2	0	102	101	-2	-12
Nc1nc(CN2CCN(c3ccccc3)CC2)nc(Nc2ccc(Cl)cc2)n1	-2.9	-1	-5	-68	-1	96	95	-6	-15
COC(=O)/C=C/S(=O)(=O)c1ccc(NC(C)=O)cc1	1.4	29	3	0	0	103	98	-4	3
COc1ccc(OCC(=O)N2CCN(C(=O)c3cccc4ccccc34)CC2)cc1	-0.8	0	-31	0	-5	92	93	-7	-4
CCOC(=O)c1cc(C)sc1NC(=O)CN1CCN(C(=O)C2CCCO2)CC1 (centres undefined)	-1.1	0	-53	-4	-2	99	99	-3	14
O=[N+]([O-])c1cc(-c2nnc(C34CC5CC(CC(C5)C3)C4)o2)cc([N+](=O)[O-])c1	-0.7	-10	1	2	.	.	.	-5	36
CCOc1ccc(NC(=O)CSc2nnc(-c3ccncc3)n2CC2CCCO2)cc1 (centres undefined)	-0.1	10	-17	13	6	120	122	0	2
CCOc1ccc(CC(=O)Nc2ccc(NC(=O)c3ccco3)cc2)cc1OCC	-4.5	5	-10	0	-6	102	98	-2	8
CN(Cc1ccccc1)C(=S)NC(=O)C1CCCCC1	0.2	-8	-2	-1	6	96	103	-1	4
O=C1NNC(=O)C2C3C=CC(C4CC34)C12 (centres undefined)	9.9	-14	-3	5	5	111	107	-7	-2
CC(=O)C[C@H]1c2cc(C(F)(F)F)ccc2S(=O)(=O)N1C1CCCCC1	-2.8	.	.	.	7	107	106	-2	-8
O=C(CN(Cc1cccs1)S(=O)(=O)c1ccc(S(=O)(=O)NC2CCCCC2)cc1)Nc1ccccc1	5.3	-14	-10	-15	-1	98	110	2	-24
Cc1ccc(NC(=S)c2ccc(N(C)C)cc2)cc1	-3.7	-86	2	-10	0	124	103	1	8
Cc1nn(-c2ccccc2)c(C)c1C(=O)NCc1cccs1	1.5	2	-13	6	-2	97	94	-3	12
Cc1ccc(NC2=C/C(=N/S(=O)(=O)c3cccs3)c3ccccc3C2=O)cc1	-3.5	6	4	15	-1	83	84	3	35
Cc1ccc2nc(N3C(=O)C(O)=C(C(=O)c4ccc(C)o4)C3c3cccc(O)c3)sc2c1 (centres undefined)	11	15	-11	44*	-8	96	92	4	96*
COc1cc(NC(=O)c2ccco2)c(C(=O)O)cc1OC	-1.3	-1	-3	0	5	105	106	-4	20
Cc1ccc(N(Cc2ccccc2F)S(C)(=O)=O)cc1C	-2.4	5	-20	-5	2	100	102	-7	48
CC(=O)c1c(C)[nH]c(C(=O)Nc2ccc(F)c(F)c2F)c1C	0.0	-1	-6	4	6	101	104	-1	-15
CCCc1[nH]nc2c1C(c1cn[nH]c1-c1ccc(F)cc1)C(C#N)=C(N)O2 (centres undefined)	0.4	6	-3	3	0	123	102	.	-36
Cc1cc(-c2ccc(C)c(S(=O)(=O)NCCCN3CCN(c4ccccc4F)CC3)c2)on1	0.1	-5	26	-83	9	103	111	-7	-13
CCOc1ccccc1-n1c(SCC(=O)N2CCOCC2)nc2ccccc2c1=O	0.6	-15	-25	-6	-10	94	87	-9	-1
COc1ccccc1OCC(=O)NCC(c1cccs1)N1CCOCC1 (centres undefined)	1.5	12	-20	0	6	105	106	0	-14
CN(CCOC(=O)c1ccc2c(c1)OCCO2)Cc1ccccc1	-0.5	-10	-2	6	-1	93	92	3	6
O=C(NCCC1=CCCCC1)C1CCN(S(=O)(=O)c2cnc[nH]2)CC1	0.8	7	-6	1	5	106	111	0	8
COc1ccccc1N1CCN(C(=O)/C=C/c2ccc3c(c2)OCO3)CC1	0.5	25	-30	-4	4	104	107	-8	-25
CCCCn1nc(C(=O)N2CCc3ccccc32)c2ccccc2c1=O	0.6	-15	-29	-11	-2	98	92	-6	0
O=C(CN1C(=O)c2cccnc2Oc2ccc(Cl)cc21)Nc1ccccc1F	0.5	4	-31	8	10	101	10*	-1	1
COc1ccccc1C(=O)C1CCCN(C(=O)c2cnn(C(C)C)c2)C1 (centres undefined)	0.1	11	-19	0	-1	96	99	-7	-10
ONC(=Nc1ccccc1Cl)c1ccccc1Cl	0.5	15	-5	0	-4	94	99	-2	9
NC(=O)c1nsc(C(=O)N(Cc2ccco2)C(C(=O)NCc2ccc(F)cc2)c2ccc(O)cc2)c1N (centres undefined)	-0.2	16	-13	-3	1	104	102	-7	-1
O=C(NC1CCCc2ccccc21)c1cncc(Br)c1 (centres undefined)	-1.6	11	-9	7	-5	96	95	0	-12
O=C(Nc1ccc(F)cc1F)N1CCCC(c2nc(-c3ccc(F)cc3)no2)C1 (centres undefined)	0.5	1	-19	-7	0	101	98	-8	-1
Cc1ccc(/C=N/NC(=O)NN(C)c2ncc(C(F)(F)F)cc2Cl)cc1	-2.3	28	-5	-13	-4	100	99	-2	-2
O=C(N/N=C/c1cc([N+](=O)[O-])ccc1O)NC12CC3CC(CC(C3)C1)C2	-0.4	-32	0	-4	-2	93	92	5	4
COc1cc2c(cc1OC)C(COc1ccc(F)cc1)N(C(C)=O)CC2 (centres undefined)	-1.3	12	-24	-3	1	99	103	-10	-3
CCOc1cccc(-c2nn3c(-c4ccco4)nnc3s2)c1	1.7	23	-2	1	-1	99	98	-4	-15
Oc1ccc(N=Nc2ccc3c(c2)OCCO3)c(O)c1	-1.5	-23	7	-2	-2	103	101	-3	35
CCN1CCC[C@H]1CNC(=O)c1c(O)c(Cl)cc(Cl)c1OC	-1.9	9	12	-10	3&2&-4	103&102&97	104&106&93	.	19
Cc1cccc(/C(N)=N/OC(=O)CCC2CCCCC2)c1	1.9	-17	2	-18	-3	88	91	-10	-12
Cc1cc(Cl)ccc1OC(C)C(=O)Nc1ccc(S(=O)(=O)Nc2cnc3ccccc3n2)cc1 (centres undefined)	-0.8	19	-19	33	3	98	96	-4	10
CCN(CC(=O)Nc1ccccc1Br)C1CCCCC1	-1.1	-6	-3	3	2	107	101	0	-20
O=C(NCc1ccccn1)C1CCCN(S(=O)(=O)c2ccc(Br)cc2)C1 (centres undefined)	-3.4	3	-14	-4	-7	86	94	3	24
Cc1oc2c(c1C(=O)c1ccc(Cl)cc1)C(=O)C(=O)c1ccccc1-2	14	71*	7	16	.	.	.	2	-53
Cc1ccccc1N1CCN(C(=O)NCc2cccc(Cl)c2)CC1	-1.2	11	-24	-16	-1	101	99	-8	10
COc1ccc(N(CC(=O)NCCc2cccc(C)c2)S(=O)(=O)c2c(C)noc2C)cc1	-0.2	2	-52	6	9	98	98	.	-8
Cc1cccc2cc(CN(Cc3ccco3)C(c3nnnn3CCc3ccccc3)C(C)C)c(=O)[nH]c12 (centres undefined)	2.1	5	-14	12	8	103	98	-1	-2
COc1ccccc1N1CCN(C2CCCN(C(=O)c3oc(C)cc3C)C2)CC1 (centres undefined)	1.0	4	-17	-10	6	106	110	-2	-16
COc1ccc(NC(=O)c2oc3cc(C)c(C)cc3c2C)c(OC)c1	0.1	-12	2	-5	0	103	99	2	5
CCCSc1nc2c(c(=O)n(C)c(=O)n2C)n1C	0.1	22	-4	-9	9	91	89	-2	0
COc1cc(/C(O)=C(\C#N)c2nc3ccccc3[nH]2)cc(OC)c1OC	0.7	14	-26	8	6	105	108	-5	-1
Cc1ccccc1C1C(C#N)=C(N)N(N(C)C)C2=C1C(=O)CC(C)(C)C2 (centres undefined)	0.3	12	-14	6	8	107	106	-8	-3
O=C(NCc1cccs1)C(=O)c1c[nH]c2ccccc12	-0.5	6	2	-11	-3	83	88	-2	5

(list continues)
SMILES	CRFR2-BP ag	SUMO HTRF inh	FID counter	HCV NS3 hel inh	MEKK2mut PB1 HTS	MEKK3 PB1 HTS	MEKK2wt PB1 HTS	GalR3 antagonist	CRFBP-R2 block
COC(C#CCCN(C)C)(c1ccccc1)c1ccccc1	-1.6	17	-7	-4	-1	94	97	-4	15
CCOC(=O)C1(CC2CCCCO2)CCN(S(=O)(=O)c2ccsc2)CC1 (centres undefined)	0.1	9	-21	2	-7	90	91	-6	34
CCOC(=O)C1=C(c2ccccc2)N(C)C(=O)NC1c1ccc(O)c(OC)c1 (centres undefined)	-2.5	8	-10	-1	0	98	98	0	10
CCOC(=O)CNC(=S)N(Cc1ccc(C)cc1)Cc1ccc(C)o1	0.6	6	-8	-8	-1	105	104	-9	3
CC(CNC(=O)c1ccc(C#N)cc1)NC(=O)c1ccc(C#N)cc1 (centres undefined)	2.8	-10	-2	-1	-4	98	100	-10	13
COc1ccc(S(=O)(=O)N(CCC(N)=O)Cc2ccco2)cc1OC	-0.1	-2	-4	4	-21	50*[inhibitor]	54	-2	15
COc1ccc(CNCc2cc(C)c(OC)cc2C)c(OC)c1	3.1	-9	21	-21	-5	102	104	-6	-13
Cc1nc(N2CCN(c3ccccn3)CC2)c2c(C)c(C(=O)N3CCN(c4ccc(F)cc4)CC3)sc2n1	1.4	-4	-39	-17	-4	98	94	-9	18
O=C(CSc1ccc2c(c1)OCCO2)NCc1ccco1	1.0	-6	-12	9	1	101	100	-3	8
